# PLK1 PBD inh: qHTS for Inhibitors of PLK1-PDB (polo-like kinase 1 - polo-box domain): Primary Screen. AID 720504, 2013. Plk1 PBD binding of FITC phosphopeptide, fluorescence polarization. Potency, µM, for the others: max response, negative = inhibition, hits mostly inhibitors. hit rate 2.8% among 360,000; further: potency means the concentration at half of the fitted maximal effect; series mostly up to about 57 µM; on the % scale 0 is the no-effect control and ±100 the full control effect; nearly all actives have a fitted effect of over 65% in size
# GLP-1R agonist: qHTS of GLP-1 Receptor Agonists | HEK293 GLP-1R CRE-luciferase, luminescence, 4-6 h; cells express a hypersensitive GLP-1R form | hit rate 0.007% among 380,000 | Glucagon-like peptide 1 receptor (Homo sapiens), P43220 | Potency, µM (highest dose often 45.6 µM), for the others: top-dose activation, hits mostly activators | AID 624172, 2012; further: potency means the concentration at half of the fitted maximal effect; % of control where 0% means no effect
# EPAC1 antagonist: qHTS for Antagonist of cAMP-regulated guanine nucleotide exchange factor 3 (EPAC1): primary screen | Rap guanine nucleotide exchange factor 3 (Homo sapiens), O95398 | EPAC1 GEF assay, Rap1b-BODIPY-GDP exchange fluorescence | Potency, µM (titrated, usually from 115 µM), without a hit: at the highest dose activity change, negative = inhibition, most hits filed as inhibitors | hit rate 0.14% among 360,000;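 further: potency means the concentration at half of the fitted maximal effect; plate controls were vehicle for no effect and positive control for full effect; nearly all actives have a fitted effect of over 50% in size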
# Target sequence (O95398 whole entry, looked up): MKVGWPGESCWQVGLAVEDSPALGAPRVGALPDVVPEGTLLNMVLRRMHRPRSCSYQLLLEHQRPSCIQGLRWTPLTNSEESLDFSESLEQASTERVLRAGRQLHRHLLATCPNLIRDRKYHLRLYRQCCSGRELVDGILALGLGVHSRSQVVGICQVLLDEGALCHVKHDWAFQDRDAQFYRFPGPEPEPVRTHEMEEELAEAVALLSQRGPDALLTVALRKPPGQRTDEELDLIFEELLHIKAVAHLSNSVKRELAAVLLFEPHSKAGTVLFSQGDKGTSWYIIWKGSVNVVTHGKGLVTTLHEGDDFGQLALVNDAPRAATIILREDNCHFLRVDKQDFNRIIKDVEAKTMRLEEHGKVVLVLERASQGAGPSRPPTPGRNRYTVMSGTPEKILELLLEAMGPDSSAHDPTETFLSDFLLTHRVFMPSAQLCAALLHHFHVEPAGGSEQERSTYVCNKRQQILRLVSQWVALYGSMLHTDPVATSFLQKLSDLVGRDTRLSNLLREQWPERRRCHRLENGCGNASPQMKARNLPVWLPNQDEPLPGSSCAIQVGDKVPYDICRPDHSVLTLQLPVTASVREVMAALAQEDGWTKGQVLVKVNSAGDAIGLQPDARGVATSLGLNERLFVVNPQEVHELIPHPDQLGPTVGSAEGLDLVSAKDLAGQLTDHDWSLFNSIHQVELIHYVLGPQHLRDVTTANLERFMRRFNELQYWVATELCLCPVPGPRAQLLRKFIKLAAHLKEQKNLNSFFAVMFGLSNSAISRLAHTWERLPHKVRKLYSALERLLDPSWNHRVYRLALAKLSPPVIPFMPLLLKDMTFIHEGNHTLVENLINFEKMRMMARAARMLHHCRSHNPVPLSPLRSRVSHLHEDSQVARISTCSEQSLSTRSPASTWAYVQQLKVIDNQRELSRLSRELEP
# PI5P4Ka inh: qHTS for Inhibitors of phosphatidylinositol 5-phosphate 4-kinase (PI5P4K). Phosphatidylinositol 5-phosphate 4-kinase type-2 alpha (Homo sapiens), P48426. PI5P4Kalpha enzyme, ADP-Glo luminescence, 60 min; active compounds read low. max response, %. hit rate 1.2% among 330,000. AID 652105, 2013; active means max response of -50% or lower; inconclusive means between -30% and -50%; inactive means -30% or higher; further: value at the top dose of about 77 µM; on the % scale 0 is the no-effect control and ±100 the full control effect
#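 qHTS, 1536-well: enzyme/substrate mix, compound by pin tool, 5 microM ATP final; RT 60 min; ADP-Glo reagents 1 (45 min) then 2 (30 min); luminescence.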
# GLP-1R inv ag: qHTS of GLP-1 Receptor Inverse Agonists (Inhibition Mode). Potency, µM (doses to about 38.3 µM), inactives show at the top dose activity change, negative = inhibition, usual class: inhibitors. HEK293 GLP-1R CRE-luciferase, luminescence, 24 h; GLP-1R form is constitutively active. hit rate 1.6% among 410,000. Glucagon-like peptide 1 receptor (Homo sapiens), P43220. AID 624417, 2012; further: potency means the concentration at half of the fitted maximal effect; on the % scale 0 is the no-effect control and ±100 the full control effect; nearly all actives have a fitted effect of over 55% in size
#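 Constitutively active GLP-1R drives a cAMP-responsive luciferase in stably transfected HEK293 cells; test compounds are added after overnight (12 h) attachment and left 24 hr, and signal loss in luminescence marks inhibition.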
# IL-2 act: qHTS of IL-2 Activators | IL-2 activation reporter assay, cell-based qHTS; stimulated with anti-CD3/CD4/CD28 beads; in transgenic mouse T cells | activation, % (series mostly up to about 46 µM) | hit rate 0.065% among 360,000 | AID 652025, 2013; in the data active means activation above about 50%; inconclusive means mostly about 30% to 49%; further: 0% is about no effect
#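 Readout: EGFP and DsRed signals by fluorescent plate cytometry. Unstimulated transgenic mouse T cells received compound 60 min before antibody-bead stimulation, then incubated 18 h at 37 degrees C.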
# GLP1R cytotox: qHTS of GLP-1 Receptor Inverse Agonists: Cytotox Screen; HEK293 cAMP-luciferase reporter cells, luminescence, 24 h; Potency, µM (doses to about 38.3 µM), inactives show at the top dose activity change, negative = inhibition, usual class: inhibitors; hit rate 0.13% among 410,000; AID 624418, 2012;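 further: loss of luciferase light is scored as toxicity; potency means the concentration at half of the fitted maximal effect; on the % scale 0 is the no-effect control and ±100 the full control effect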
#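 Compound-treated cells are incubated 24 hr at 37 deg C under 5% CO2 after a 12 hour attachment period, then luciferase detection reagent is added and luminescence is measured following 12 min at room temperature; lowered signal indicates toxicity.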
# PTHR1 ag: qHTS for PTHR1 Agonists: Primary Screen; HEK293 GP2 PTHR1 cells, GloSensor cAMP luminescence, 1 h; Potency, µM (series often up to 115 µM), without a hit: top-dose activation, most hits filed as activators; hit rate 0.075% among 410,000; AID 743266, 2014; further: potency means the concentration at half of the fitted maximal effect; nearly all actives have a fitted effect of over 55% in size; some results filed as inactive show a strong effect at the top dose; inactives centre near -15; many of its hits are not listed in these tables
#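 HEK-293-derived GP2 cells expressing PTHR1 and a GloSensor cAMP reporter, 3,000/well, plated overnight, given luciferin plus IBMX (each 0.5 mM as added) for 1 h at 37 °C, then compound for 1 h at 37 °C. Luminescence was read after 15 min at room temperature.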
# EPAC1 agonist: qHTS for Agonist of cAMP-regulated guanine nucleotide exchange factor 3 (EPAC1): primary screen. Rap guanine nucleotide exchange factor 3 (Homo sapiens), O95398. EPAC1 agonist qHTS, biochemical assay; response scale: 100% = response to 6.5 mM cAMP. Potency, µM (series often up to 154 µM), for inactives: at the top dose activation, usual class: activators. hit rate 0.073% among 360,000. AID 720707, 2013; further: potency means the concentration at half of the fitted maximal effect; nearly all actives have a fitted effect of over 60% in size
#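 Compounds were pinned as a concentration titration into mixtures of EPAC1 (100 nM), BODIPY-GDP-loaded Rap1B (250 nM) and GDP (50 uM). After 5 min at room temperature, fluorescence was followed for 30 min; activity was scaled to 6.5 mM cAMP.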
# * = called active by the depositor; i = inactive; ? = inconclusive; . = no result given; [ ] = remark or other dose. Unless noted, the call rests on the fitted dose curve; in most records, active means well fitted curve in the direction sought with a large enough effect; inconclusive means small, poorly fitted or top-dose-only effect, or another doubt; inactive means no such curve, though single readings can be large; an effect the other way counts as inactive or inconclusive.
SMILES	PLK1 PBD inh	GLP-1R agonist	EPAC1 antagonist	PI5P4Ka inh	GLP-1R inv ag	IL-2 act	GLP1R cytotox	PTHR1 ag	EPAC1 agonist
Cc1ccc(-c2nc3c4ccccc4ccn3c2CC2CCCCC2)cc1	-8%	1%	-29%	3	12%	0.1	6%	-5%	9%
COc1ccc(C(=O)N/C(=C\c2cccs2)c2nc3ccccc3[nH]2)cc1OC	-4%	10%	7%	.	0%	-2.0	-7%	i	1%
O=S(=O)(NCCSc1nnnn1-c1ccccc1)c1ccc(F)cc1	.	1%	.	.	-1%	.	0%	-3%	.
CN(C1CC(C)(C)N(O)C(C)(C)C1)S(=O)(=O)CC12CCC(CC1=O)C2(C)C (configuration not stated)	-5%	0%	10%	3	12%	3.7	8%	i	6%
O=C(CN1C(=O)c2ccccc2C1=O)N1CCN(C(=O)c2ccco2)CC1	-12%	10%	4%	.	0%	-1.3	41%[activator]	i	11%
CCOC(=O)c1c(NC(=O)c2ccccc2C)sc2c1CC(C)(C)OC2	21µM*	3%	-6%	-2	10%	-3.2	-8%	i	-7%
Cc1ccc(NS(=O)(=O)c2cccc(C(=O)N3CCOCC3)c2)cc1	-3%	-2%	10%	-8	-6%	-0.5	2%	-6%[57.5 µM]	-7%
COC(=O)c1sc2ncccc2c1OCc1cccc(Cl)c1	0%	16%	9%	.	8%	8.0	-7%	i	18%
Cc1[nH]c2ccccc2c1CC(=O)O	-5%	-5%	9%	.	3%	2.3	5%	-18%	-2%
O=C(NCC(=O)N1CCCC1)NN=Cc1ccccc1O	-1%	-2%	0%	-2	9%	-0.3	4%	-12%	-12%

# Next part.
SMILES	PLK1 PBD inh	GLP-1R agonist	EPAC1 antagonist	PI5P4Ka inh	GLP-1R inv ag	IL-2 act	GLP1R cytotox	PTHR1 ag	EPAC1 agonist
COc1ccc(CCNC(=O)CN2C(=O)c3ccccc3S2(=O)=O)cc1	2%	-20%	3%	3	12%	1.0	7%	-39%[inhibitor]	-5%
CCOC(=O)c1cncc(O)c1	8%	-5%	3%	-1	15%	-0.5	-6%	i	4%
O=C(OCC(=O)N1CCN(c2ccccc2)CC1)c1cc(F)c(F)cc1Cl	1%	0%	-9%	-16	-4%	-1.6	2%	-15%	-8%
Cc1ccc(-c2nc(CS(=O)CC(=O)NCc3ccco3)c(C)o2)cc1 (configuration not stated)	-18%	-2%	-6%	0	-26%	-1.5	-1%	i	3%
FC(F)(F)c1cccc(Cn2cnc(NC(=S)NCCc3ccccc3)n2)c1	1%	4%	-10%	0	11%	-1.7	2%	i	-15%
CC(C)CC(=O)Nc1nnc(S(=O)(=O)Nc2ccccc2)s1	-12%	-4%	-1%	-7	-11%	-0.8	2%	i	-8%
COc1ccc(S(=O)(=O)N2CCCCCC2)cc1C(=O)OCC(=O)NCC(C)C	-7%	8%	-8%	1	-11%	0.4	-19%	i	-10%
O=C(Nc1cccnc1Cl)c1noc2c1CCc1ccccc1-2	0%	0%	-22%	-4	24%	-0.2	4%	i	7%
COc1cc(C(=O)NCCNC(=O)c2ccco2)cc(OC)c1OC	27µM*	14%	?	?	-12%	0.4	0%	-51%[inhibitor]	-13%
COc1ccc(C2(C(=O)NCCCN(C)C)CCOCC2)cc1	5%	-2%	4%	-4	7%	1.4	-2%	-42%[inhibitor]	12%

# Part of the list above in order of SMILES length, highest first.
SMILES	PLK1 PBD inh	GLP-1R agonist	EPAC1 antagonist	PI5P4Ka inh	GLP-1R inv ag	IL-2 act	GLP1R cytotox	PTHR1 ag	EPAC1 agonist
COc1ccc(C(=O)N/C(=C\c2cccs2)c2nc3ccccc3[nH]2)cc1OC	-4%	10%	7%	.	0%	-2.0	-7%	i	1%
COc1ccc(S(=O)(=O)N2CCCCCC2)cc1C(=O)OCC(=O)NCC(C)C	-7%	8%	-8%	1	-11%	0.4	-19%	i	-10%
O=C(CN1C(=O)c2ccccc2C1=O)N1CCN(C(=O)c2ccco2)CC1	-12%	10%	4%	.	0%	-1.3	41%[activator]	i	11%
CCOC(=O)c1c(NC(=O)c2ccccc2C)sc2c1CC(C)(C)OC2	21µM*	3%	-6%	-2	10%	-3.2	-8%	i	-7%
Cc1ccc(-c2nc3c4ccccc4ccn3c2CC2CCCCC2)cc1	-8%	1%	-29%	3	12%	0.1	6%	-5%	9%
COc1cc(C(=O)NCCNC(=O)c2ccco2)cc(OC)c1OC	27µM*	14%	?	?	-12%	0.4	0%	-51%[inhibitor]	-13%
O=C(Nc1cccnc1Cl)c1noc2c1CCc1ccccc1-2	0%	0%	-22%	-4	24%	-0.2	4%	i	7%
COC(=O)c1sc2ncccc2c1OCc1cccc(Cl)c1	0%	16%	9%	.	8%	8.0	-7%	i	18%
Cc1[nH]c2ccccc2c1CC(=O)O	-5%	-5%	9%	.	3%	2.3	5%	-18%	-2%

# (listing goes on)
SMILES	PLK1 PBD inh	GLP-1R agonist	EPAC1 antagonist	PI5P4Ka inh	GLP-1R inv ag	IL-2 act	GLP1R cytotox	PTHR1 ag	EPAC1 agonist
CCc1ccc(NC(=O)C(=S)NC2CCCCC2)cc1	-1%	0%	13%	1	-7%[7.66 µM]	0.3	0%[7.66 µM]	-18%	8%
CC(C)c1ccc2nc(SCC(=O)NCC3CCCO3)c(C#N)cc2c1 (configuration not stated)	2%	13%	7%	1	?	-3.3	-11%	-20%	-1%
COc1ccc(OC)c(NC(=O)C2=C(C)Nc3ncnn3C2c2cccs2)c1 (configuration not stated)	-5%	4%	7%	1	29%	-0.3	-4%	i	-4%
O=C(Nc1ccc(N2CCOCC2)c(Cl)c1)c1ccc(-n2cnnc2)cc1	3%	0%	0%	6	35%[activator]	-1.1	5%	i	6%
CC(Sc1ccc(S(=O)(=O)N2CCN(C)CC2)cn1)C(=O)Nc1cccc(Cl)c1Cl (configuration not stated)	-10%	24%	9%	16	?	-0.3	-10%	-27%	-3%
C/C(=N\NC(=O)Nc1ccccc1)c1ccccc1	-5%	16%	19%	-2	20%	-3.7	11%	-32%[inhibitor]	9%
COc1cccc(Nc2nc3ccccc3n2C(C)C)c1	7%	0%	5%	2	?	-5.9	-17%	i	-8%
C/C(=C\c1ccc(C)o1)C(=O)c1c(C)cc(C)[nH]c1=O	-15%	6%	1%	-16	14%	-0.2	1%	i	20%
COc1ccc(CC(=O)NC2CCCc3ccccc32)cc1 (configuration not stated)	-13%	4%	6%	-2	-28%	-0.8	8%	-13%	-4%
CCOC(=O)c1c(-c2cccc3ccccc23)csc1NC(=O)C1C2CCC(O2)C1C(=O)O (configuration not stated)	-10%	0%	-4%	-3	?	2.0	-11%	-21%	0%

# Following part:
SMILES	PLK1 PBD inh	GLP-1R agonist	EPAC1 antagonist	PI5P4Ka inh	GLP-1R inv ag	IL-2 act	GLP1R cytotox	PTHR1 ag	EPAC1 agonist
Cc1ccc(C)c(NC(=O)c2cnn3ccccc23)c1	-1%	-5%	9%	2	-8%	-1.1	3%	i	7%
Cc1oncc1C(=O)Nc1cccc(C#N)c1	-7%	0%	-2%	5	1%	0.1	1%	2%	-5%
CC(=O)Cc1nsc(NC(=O)c2cc(-c3ccc(Cl)c(Cl)c3)oc2C)n1	-9%	-12%	1%	-14	0%	1.1	-16%	i	3%
O=C(CNC(=O)c1ccccc1)OC(C(=O)Nc1cc(C(F)(F)F)ccc1Cl)c1ccccc1 (configuration not stated)	2%	-3%	?	0	?	-3.1	4%	i	0%
Fc1ccccc1NC(=S)N(CCCN1CCOCC1)Cc1cccnc1	-2%	1%	-7%	-4	2%	-2.9	6%	i	5%
Cc1cc2c(cc1S(=O)(=O)Nc1cccc(C)c1C)OCC(=O)N2	-13%	3%	-5%	-9	-21%	-0.9	-10%	i	-18%
COc1ccc(CCNC(=O)c2cc(S(=O)(=O)N(C)c3ccccc3)ccc2Cl)cc1	15µM*	-4%	12%	4	?	-0.3	-5%	-15%	2%
CC(=O)Nc1ccc(NC(=O)COC(=O)c2n[nH]c3ccccc23)cc1	1%	3%	-25%	3	18%	-0.8	-17%	-10%	0%
Cc1nnc(SCC(=O)N2CCN(C(=O)c3ccco3)CC2)n1-c1ccccc1	-3%	1%	-15%	-1	7%	-0.5	6%	-14%	-1%
COC(=O)[C@]1(Cc2ccccc2)N[C@H](CN(C)C(=O)COc2ccccc2)[C@@H]2C(=O)N(C)C(=O)[C@@H]21	-2%	-1%	5%	-3	3%	0.9	3%	-25%	-18%

# The list continues.
SMILES	PLK1 PBD inh	GLP-1R agonist	EPAC1 antagonist	PI5P4Ka inh	GLP-1R inv ag	IL-2 act	GLP1R cytotox	PTHR1 ag	EPAC1 agonist
CC(C)C[C@H]1CN(CCCC[C@@H]2CNC(=O)C(=O)N2CC2CCCCC2)C(=O)C(=O)N1Cc1ccccc1	-4%	-2%	-27%	-1	25%	-1.2	-8%	-18%	-3%
O=C(NCc1cccnc1)c1cc(C(=O)NCc2cccnc2)cc([N+](=O)[O-])c1	-5%	12%	11%	-4	1%	-2.1	4%	i	6%
CCN(CC)S(=O)(=O)c1ccc(C)c(NC(=O)Cn2cnc3cc([N+](=O)[O-])ccc3c2=O)c1	-7%	6%	-1%	1	-10%	2.8	1%	-73%[inhibitor]	2%
Cc1ccc(C)c(NC(=O)CCn2nc(C)cc2C)c1	2%	-11%	0%	-5	3%	-0.1	56%[activator]	i	-3%
COc1ccc(-c2nc(SC)n(C)c(=O)c2C#N)cc1OC	-8%	17%	-9%	1	7%	0.4	2%	-21%	14%
Nc1ccc(Oc2ncccn2)c(Cl)c1	-9%	-7%	-24%	0	19%	3.6	13%	-14%	-6%

# This is a subset; count on the stated rates, not on these rows.
